High-throughput results: PubChem BioAssay, Johns Hopkins Ion Channel Center
ANO1 block: inhibitors of mouse TMEM16A calcium-activated chloride channel. Q8BHY3. HEK293 TMEM16A/YFP iodide influx fluorescence, ionomycin. normalized B-score (activity score, 25-100; higher = stronger inhibition) at 10 µM. 310,000 tested, 1.2% active;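 active = ratio plate-corrected score three or more library SD toward inhibition, starting fluorescence score within five deviations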;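 also: score derived from kinetic fluorescence span divided by baseline fluorescence per well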
TMEM16A act: activates or potentiates the mouse TMEM16A chloride channel. Q8BHY3. HEK293 TMEM16A/YFP-H148Q/I152L, iodide quench fluorescence; hits give low values. B-score at 10 µM. 340,000 tested, 0.3% active. AID 623877;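 active = fluorescence-ratio B-score plate-corrected deviation score at least 3 library SD below zero, with starting fluorescence score within 5 deviations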;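 also: channel opened by trigger with iodide after compound preincubation; score built on the fluorescence ratio of max minus min over baseline; more negative score means more quench and so TMEM16A activation or potentiation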
hERG rescue: hERG (human) protection from proarrhythmic block | AID 1511 | 310,000 tested, 0.51% active | activation (rescue from dofetilide block), less the hit threshold, % at 10 µM | CHO-hERG, FluxOR thallium flux, dofetilide IC70 present;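 active = activation above the mean of controls blocked by dofetilide plus 5 SD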;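 also: thallium influx through hERG after potassium depolarization seen as dye fluorescence rise; in these data hits start at about 4.7%; inactives centre near -7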
KCNQ1 pot: human KCNQ1 channel potentiation or activation | CHO-K1 KCNQ1, thallium flux FluxOR fluorescence; hits give high values | B-score at 10 µM | P51787 | 310,000 tested, 0.35% active;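 active = fluorescence ratio B-score, a plate-corrected score, at least three library SD, with initial intensity B-score within 5 SD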
Target sequence (P51787 whole entry, looked up): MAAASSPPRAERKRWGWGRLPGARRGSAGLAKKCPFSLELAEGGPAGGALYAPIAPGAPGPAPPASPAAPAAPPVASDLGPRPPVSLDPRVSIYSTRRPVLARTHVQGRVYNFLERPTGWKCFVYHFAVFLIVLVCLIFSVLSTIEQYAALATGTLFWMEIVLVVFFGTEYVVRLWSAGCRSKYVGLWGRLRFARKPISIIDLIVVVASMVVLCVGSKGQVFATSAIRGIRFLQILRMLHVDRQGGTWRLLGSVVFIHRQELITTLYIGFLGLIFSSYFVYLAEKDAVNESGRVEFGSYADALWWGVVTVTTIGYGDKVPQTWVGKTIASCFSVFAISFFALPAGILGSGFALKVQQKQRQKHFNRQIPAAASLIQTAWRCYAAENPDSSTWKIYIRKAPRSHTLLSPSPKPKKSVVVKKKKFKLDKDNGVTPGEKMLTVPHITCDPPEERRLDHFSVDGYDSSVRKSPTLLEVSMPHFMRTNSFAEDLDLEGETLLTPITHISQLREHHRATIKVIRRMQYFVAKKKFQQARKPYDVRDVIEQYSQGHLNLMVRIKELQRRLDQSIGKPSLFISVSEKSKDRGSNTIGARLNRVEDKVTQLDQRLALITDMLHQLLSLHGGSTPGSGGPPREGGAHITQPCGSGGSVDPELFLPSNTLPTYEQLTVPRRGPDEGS
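Assay system: CHO-K1 cells stably expressing KCNQ1. Medium: assay buffer for compound exposure, DMSO matched across wells. Timing: 37 °C overnight plating, 90-min dark dye load, 20-min compound pretreatment. Signal: kinetic FluxOR fluorescence, 10 s baseline plus 110 s post-stimulus.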
MrgX1 agonist: agonists of human MrgX1 receptor. Q96LB2. MrgX1-HEK293 cells, Fluo-4 calcium fluorescence, agonist mode; hits give high values. B-score at 10 µM. 310,000 tested, 0.44% active. AID 588627;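 active = calcium response B-score plate-corrected fluorescence ratio at least 3 library SD, with starting fluorescence B-score inside 5 SD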
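Assay system: MrgX1-expressing HEK293 cells / Amount: fifteen thousand cells per well / Doses: test compound in the initial addition of three / Timing: cells plated overnight, dye loaded 0.5 h 37 °C, 0.5 h room temperature / Technique: kinetic calcium dye fluorescence, Fluo-4 NW / Control set: positive and negative controls per plate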
MrgX1 PAM: human MrgX1 positive allosteric modulation, primary screen. B-score at 10 µM. MrgX1-HEK293, Fluo-4 calcium flux, FDSS; hits give high values. Q96LB2. 310,000 tested, 0.63% active;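 active = plate-corrected calcium response at least 3 library SD above typical, normal starting fluorescence, not activating the receptor alone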;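 also: compound read alongside a low EC10 to EC30 dose of BAM8-22 agonist; peak minus trough fluorescence over baseline measured at the second addition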
RGS4 pot: RGS4 potentiation or activation; HEK293 M3R/inducible RGS4, carbachol calcium flux Fluo4; hits give low values; B-score at 10 µM; 310,000 tested, 0.92% active; AID 463111;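 active = B-score of the integrated calcium signal more than 4 SD below the library mean, with starting fluorescence not abnormally high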;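 also: negative B-score means reduced calcium response which marks RGS4 activation or potentiation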
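Test system: HEK293 cells with stable M3R and inducible RGS4; also added: carbachol at ECmax as muscarinic agonist stimulus; schedule: dye loading 30 min 37 °C, buffer rest 30 min RT; technique: kinetic calcium fluorescence imaging with Fluo4-AM dye, 2 µM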
KCNK9 block: human KCNK9 channel inhibition | HEK293 KCNK9, FluxOR thallium flux fluorescence; hits give low values | B-score at 10 µM | 310,000 tested, 1.2% active;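 active = ratio B-score over 3 SD below the library mean, with starting fluorescence within 5 SD of its mean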;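 also: negative B-score means less thallium flux so channel inhibition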
RGS4 block: human RGS4 inhibition. 310,000 tested, 0.45% active. HEK293 M3R/RGS4 inducible, Fluo-4 calcium flux; hits give high values; triggered by carbachol at its EC20. B-score at 10 µM;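 active = B-score, a plate-corrected calcium signal, over three deviations above library mean, with baseline fluorescence within five deviations of library mean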;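 also: RGS4 expression induced by doxycycline in cells with stable M3 receptor; B-score is computed from the integrated fluorescence ratio over baseline after carbachol; higher B-score means a larger calcium signal and so more RGS4 inhibition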
KCNQ1 block: human KCNQ1 channel inhibition; AID 2642; 310,000 tested, 1.3% active; P51787; CHO-K1 KCNQ1, FluxOR thallium flux fluorescence; hits give high values; B-score at 10 µM;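 active = compounds whose thallium flux B-score, printed positive for inhibition, exceeds three library SD while starting fluorescence stays within three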;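 also: channel opened by potassium depolarization with thallium stimulus after 20 min compound exposure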
KCNK3 inh: human KCNK3 channel inhibition, primary screen. O14649. CHO-KCNK3 thallium flux, FluxOR fluorescence; hits give low values. B-score at 10 µM. 340,000 tested, 0.84% active. AID 602410;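 active = B-score under library mean minus 4 SD, starting fluorescence ratio at most library mean plus 5 SD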;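 also: more negative B-score means stronger inhibition of thallium flux through KCNK3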
Target sequence (O14649 whole entry, looked up): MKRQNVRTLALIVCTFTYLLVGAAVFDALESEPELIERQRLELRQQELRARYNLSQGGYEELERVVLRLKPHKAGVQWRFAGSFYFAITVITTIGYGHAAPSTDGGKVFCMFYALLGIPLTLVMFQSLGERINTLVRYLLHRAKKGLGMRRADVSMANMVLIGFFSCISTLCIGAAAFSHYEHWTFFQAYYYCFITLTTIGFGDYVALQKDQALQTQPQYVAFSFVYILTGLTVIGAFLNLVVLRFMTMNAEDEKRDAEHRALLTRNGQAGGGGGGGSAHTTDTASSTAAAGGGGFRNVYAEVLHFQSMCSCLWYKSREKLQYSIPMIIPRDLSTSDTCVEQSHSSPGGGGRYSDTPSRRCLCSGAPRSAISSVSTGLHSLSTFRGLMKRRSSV
An asterisk follows results filed as active; i = inactive; x = no result given.

SMILES	ANO1 block	TMEM16A act	hERG rescue	KCNQ1 pot	MrgX1 agonist	MrgX1 PAM	RGS4 pot	KCNK9 block	RGS4 block	KCNQ1 block	KCNK3 inh
Cc1nn(-c2ccccc2)c(C)c1/C=N/NC(=O)CSc1nnc(SCc2ccccc2Cl)s1	i	i	-13	i	i	i	i	i	i	6*	i
Cc1sc2ncnc(SCC(=O)Nc3nc(-c4ccc(F)c(F)c4)cs3)c2c1C	i	i	-3	i	i	i	i	i	i	i	i
Cc1ccc(CNC(=O)C2CC(=O)N(C3CCCCCCC3)C2)cc1 (centres undefined)	i	i	-11	i	i	i	i	i	i	i	i
COCCn1c(C)cc(C(=O)CSc2ncnc3sc4c(c23)CCC4)c1C	x	i	-9	i	x	x	i	i	i	i	i
COc1ccc(-c2nnc(SCC(=O)c3ccc[nH]3)n2-c2ccccc2)cc1	i	i	-5	i	i	i	i	i	i	i	i
Nc1nnnn1/N=C/C=C/c1ccccc1	i	i	-2	i	i	i	i	i	i	i	i
CC(C)NC(=O)c1onc(CSc2ccc(F)c(F)c2)c1C(=O)O	i	i	-3	i	i	i	i	i	i	i	i
CCOc1ccccc1C1CC(=O)Nc2cc(OC)c(OC)c(OC)c21 (centres undefined)	i	i	-6	i	i	i	i	i	i	i	i
COc1ccc(OC)c(C(=O)CSc2nc3ccccc3n2CC(=O)NC(C)(C)C)c1	i	i	x	x	i	i	x	x	x	x	i
O=c1[nH]cnc(O)c1C(c1ccc([N+](=O)[O-])cc1)c1c(O)nc[nH]c1=O	i	i	1	i	i	i	i	i	i	i	i
Cc1cc(C)c(NC(=O)/C(=C/c2ccco2)c2ccccc2)c(C)c1	i	i	-3	i	i	i	i	i	i	i	-9*
COc1ccccc1Oc1cc(C#N)c(C#N)cc1-n1nnc2ccccc21	i	i	-12	i	i	i	i	i	i	i	i
Cc1cc(-c2ccccc2)c2nncn2n1	i	i	-2	i	i	i	i	i	i	i	i
COC(=O)CN(c1ccc(F)cc1)S(=O)(=O)c1ccc2c(c1)OCCO2	i	i	-8	i	i	i	i	i	i	i	i
CCOC(=O)C1=C(C)OC(N)=C(C#N)C1c1ccoc1 (centres undefined)	i	i	-11	i	i	i	i	i	i	i	i
CCCc1nc2ccccc2c(C(=O)OCC(=O)Nc2c(C)n(C)n(-c3ccccc3)c2=O)c1CC	i	i	0	i	i	i	i	i	i	i	i
CSc1ccc(CCNC(=O)CN2C(=O)CCSc3ccccc32)cc1	i	i	-5	i	i	i	i	i	i	i	i
c1ccc(CCNc2nc(-c3ccncc3)nc3ccccc23)cc1	i	i	-12	i	i	i	i	i	i	i	i
Cc1c(Cl)cccc1NC(=O)Nc1ccn(C)n1	i	i	-4	i	i	i	i	i	i	i	i
O=C(NC1CCCc2c1cnn2-c1cc(F)cc(F)c1)c1cc[n+]([O-])cc1 (centres undefined)	i	i	-5	i	i	i	i	i	i	i	i
COc1ccc(CCNC(=O)Cc2cc(OC)c(OC)cc2[N+](=O)[O-])cc1OC	i	i	-10	i	i	i	i	i	i	i	i
CCOc1cc(Cl)c(CNCCCN2CCOCC2)cc1OC	i	i	-3	i	i	i	i	i	i	i	i
Cc1ccc(S(=O)(=O)N2CCN(S(=O)(=O)c3ccc(C)cc3)C2c2ccccc2)cc1	i	i	-9	i	i	i	i	i	i	i	i
CSc1ccccc1C(=O)NCCSC(C)(C)C	i	i	-2	i	i	i	i	i	i	i	i
Oc1ccc(CN2CCC(Cc3ccccc3)CC2)c2cccnc12	x	x	-2	i	x	x	i	i	i	i	x
O=C(CSc1cccc2cccc(Cl)c12)NC1=NCCS1	i	i	-4	i	i	i	i	i	i	i	i
N=c1n(Cc2ccc(Cl)cc2)c2ccccc2n1CC(O)c1ccco1 (centres undefined)	i	i	x	x	i	i	x	x	x	x	i
COc1ccc(C(C(=O)NC2CCCCC2)N(C(=O)Cc2c[nH]c3ccccc23)c2ccccc2)cc1OC (centres undefined)	i	i	-1	i	i	i	i	i	i	i	i
CN1CCC(N(C)C(=O)CNC(=O)c2ccc(C(C)(C)C)cc2)CC1	i	i	-3	i	i	i	i	i	i	i	i
COc1ccc(NC(=O)Cn2nnc(C(=O)NCc3ccc(C)cc3)c2N)cc1OC	i	i	-4	i	i	i	i	i	i	i	i
Cc1nn(C(C)C(=O)NCCc2cccs2)c(=O)c2nn(-c3ccccc3)c(C)c12 (centres undefined)	i	i	-3	i	i	i	i	i	i	i	i
COCCn1cnc2c1c(=O)n(CC(=O)NN)c(=O)n2Cc1ccccc1	i	i	-6	i	i	i	i	i	i	i	i
O=C(COc1ccccc1)Nc1ccc(S(=O)(=O)Nc2ccccn2)cc1	i	i	3	i	i	i	i	i	i	i	i
O=C(CCc1ccccc1)N1CCN(c2ccccc2F)CC1	i	i	-18	i	i	i	i	i	i	i	i
Cc1cccc(N(C(=O)CNC(=O)c2ccco2)C(C(=O)NC2CCCC2)c2ccncc2)c1 (centres undefined)	i	i	-4	i	i	i	i	i	i	i	i
CC(C)CC(=O)Nc1cccc(NC(=O)c2ccccc2Cl)c1	i	i	-5	i	i	i	i	i	i	i	i
COc1ccccc1C(=O)N1CCNC(=O)C1CC(=O)Nc1ccc(Cl)cc1 (centres undefined)	i	i	-5	i	i	i	i	i	i	i	i
COc1ccccc1C1NC(=O)CCC1[N+](=O)[O-] (centres undefined)	i	x	1	i	i	i	i	i	i	i	i
O=C(Nc1ccc(O)cc1C(=O)O)c1ccc2c(c1)C(=O)N(Cc1ccco1)C2=O	i	i	-1	i	i	i	i	i	i	i	i
Cc1ccc(OCC(O)Cn2c3ccccc3c3ccccc32)cc1 (centres undefined)	i	i	-5	i	i	i	i	i	i	i	i
CC1CCCC/C1=N\NC(=S)Nc1ccccc1 (centres undefined)	i	i	-6	i	i	i	i	i	i	i	i
O=C(Nc1cccc2ncccc12)c1ccc2c(c1)OCCO2	i	i	-6	i	i	i	i	i	i	i	i
CNc1ccncc1S(=O)(=O)NC	i	i	-4	i	i	i	i	i	i	i	i
COc1ccc(S(=O)(=O)NCCOc2ccccc2)cc1F	i	i	-11	i	i	i	i	i	i	i	i
COc1ccccc1-c1csc(NC(=O)c2cc(-c3cccs3)nc3ccccc23)n1	i	i	-24	i	i	i	i	i	i	i	i
CC1(C)CC(=O)c2sc(N)nc2C1	i	i	-13	i	i	i	i	i	i	i	i
Cc1ccc(S(=O)(=O)NCC(=O)NCC(=O)OCC(=O)N2CC(=O)Nc3ccccc32)cc1C	i	i	-5	i	i	i	i	i	i	i	i
Cc1ccc(CN2CCC(n3nccc3NC(=O)CCOc3ccccc3)CC2)o1	i	i	-7	i	i	i	i	i	i	i	i
NC(=O)NC(=O)COC(=O)c1cccnc1Nc1ccccc1F	i	i	-9	i	i	i	i	i	i	i	i
Cc1onc(-c2ccccc2)c1C(=O)c1ccccc1	i	i	-6	i	i	i	i	i	i	i	i
The results go on:
SMILES	ANO1 block	TMEM16A act	hERG rescue	KCNQ1 pot	MrgX1 agonist	MrgX1 PAM	RGS4 pot	KCNK9 block	RGS4 block	KCNQ1 block	KCNK3 inh
CCCNC(=O)Nc1cc(OCC)c(N2CCOCC2)cc1OCC	i	i	-9	i	i	i	i	i	i	i	i
O=C(OC1C2CCC1C1CN(CCc3ccccc3)CC12)c1ccccc1 (centres undefined)	i	i	-15	i	i	i	i	i	i	i	i
COc1ccc(N=Cc2c(C)[nH][nH]c2=O)cc1	i	i	-4	i	i	i	i	i	i	i	i
CCOc1ccc(C(=O)NCCC2=CCCCC2)cc1OCC	i	i	-7	i	i	i	i	i	i	i	i
Cc1c(N(C)C(=O)C2CCCN2S(=O)(=O)c2ccccc2)c(=O)n(-c2ccccc2)n1C (centres undefined)	i	i	-6	i	i	i	i	i	i	i	i
Cc1ccc2cccc(OCC(=O)N3CCc4ccccc43)c2n1	i	i	50*	i	i	i	i	i	i	i	i
CC(NC1CCCC1)C(=O)Nc1ccccc1-c1ccccc1 (centres undefined)	i	i	-9	i	i	i	i	i	i	i	i
CCCCn1c(SCC(=O)N(CC)C2CCS(=O)(=O)C2)nnc1C(CC)N(C)C (centres undefined)	i	i	-11	i	i	i	i	i	i	i	i
CCc1nc(SCC(=O)Nc2cc(OC)ccc2OC)c2c(C)c(C)sc2n1	i	i	-6	i	i	i	i	-6.6*	i	i	i
CCc1nc(NCCN)c(C#N)c2c1CSC(C)(C)C2	i	i	-6	i	i	i	i	i	i	i	i
COc1ccc(N2CCN(c3ncnc4scc(-c5ccccc5)c34)CC2)cc1	i	i	-9	i	i	i	-7.9*	-12*	i	6*	-11*
Cc1ccc(Nc2nc3ccccc3[nH]2)nc1	i	i	-7	i	i	i	i	i	i	i	i
Cc1noc(C)c1COC(=O)c1ccc(S(=O)(=O)NCc2ccco2)cc1	i	i	-10	i	i	i	i	i	i	i	i
CCOc1ccc(NC(=O)CN(C)C(=O)c2sc3ccccc3c2Cl)cc1OCC	i	i	-15	i	i	i	i	i	i	i	i
Cc1cc(C)nc(Nc2ccccc2Cl)n1	i	i	-6	i	i	i	i	i	i	i	i
COCC(COS(N)(=O)=O)Cc1ccccc1 (centres undefined)	i	i	-2	i	i	i	i	i	i	i	i
O=C(NCc1cccc(C(F)(F)F)c1)c1cccc(S(=O)(=O)N2CCN(Cc3ccccc3)CC2)c1	i	i	-9	i	i	i	i	i	i	i	i
COc1ccc(O)c(CN2CCC(n3nccc3NC(=O)CCOc3ccccc3)CC2)c1	i	i	-11	i	i	i	i	i	i	i	i
COC(=O)c1ccccc1NC(=O)CN(C)S(=O)(=O)c1cc(C)ccc1OC	i	i	-8	i	i	i	i	i	i	i	i
Cc1noc(C)c1C(=O)N1CCOCC1	i	i	-5	i	i	i	i	i	i	i	i
